Screening data from PubChem BioAssay.
TTR transcr act: activators of transthyretin transcription; AID 1117267; activation, % at 16.7 µM; hit rate 1.3% among 92,000; SH-SY5Y TTR promoter Gaussia luciferase, luminescence; 100% = recombinant luciferase protein wells;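 active = activation above the mean of all tested compounds plus 3 SD, cut at about 9.5% in these data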;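 note: cells exposed to compounds for one day before reading; 0% = median of all test compound wells on the plate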
An asterisk follows results filed as active. The list is partial (hit frequency here may not be typical).

no.	TTR transcr act	Compound
1	-0.9	CCOc1ccccc1Nc1nnc(SCC(=O)Nc2cccc(S(=O)(=O)NC3=NCCCCC3)c2)s1
2	0.6	O=C(Nc1ccc2c(c1)OCO2)c1ccc(=O)[nH]n1
3	2.1	Cn1c(=S)[nH]c(=O)c2ncc(=O)[nH]c21
4	-4.1	CCOc1ccc(CN=C(N)N=C(N)N)cc1Cl
5	1.5	OCCOCCOc1cccc2[nH]ccc12
6	0.0	Cc1ccc(OCC(=O)N2CCCC(CCC(=O)N(C)CCc3ccccn3)C2)cc1 (stereo unspecified)
7	-2.0	Cc1ccc(NC(=O)CC2S/C(=N/c3nccs3)N(C)C2=O)cc1C (stereo unspecified)
8	0.1	Cc1ccc(C)c(NC(=O)CNS(=O)(=O)c2ccccc2)c1
9	-1.6	CC(Cc1nnc(N)s1)c1ccccc1 (stereo unspecified)
10	1.7	Cc1n(Cc2ccccc2)c2cc([N+](=O)[O-])ccc2[n+]1Cc1ccccc1
11	0.2	COc1ccc(NS(=O)(=O)c2ccc(C)c(C(=O)NNC(=O)c3csc(N4CCOCC4)n3)c2)cc1
12	-1.1	CCc1nc(N)c(C#N)c(-c2cccc3ccccc23)c1C
13	-2.2	CCOC(=O)C1CCCN(S(=O)(=O)c2cc(Br)cc3c2N(C(=O)CC)CC3)C1 (stereo unspecified)
14	1.9	C#CC1(NC(=O)NC(C)C)CCCCC1
15	-1.4	COc1ccc(-c2nnc(SCc3c(C)noc3C)o2)cc1
16	-0.8	O=C(CN(C1CCCCC1)S(=O)(=O)c1ccc(Cl)cc1)N1CCOCC1
17	2.5	CC(=O)Nc1ccc(S(=O)(=O)N(C)CC(=O)NNC(=O)Cc2nc3ccccc3n2C)cc1
18	0.1	COc1cccc(OC)c1C(=O)Nc1ccc(N2CCCC2)cc1
19	6.8	COc1cccc(CN2C(=O)c3ccccc3S2(=O)=O)c1
20	-1.6	COc1cc(SC)ccc1C(=O)NCCc1c[nH]c2ccccc12
21	1.7	CCCCCCSc1ccc(-c2nc3cnccn3c2NCCCC)cc1
22	0.5	O=C(Nc1ccc(NC(=O)c2ccccc2)nc1)c1ccncc1
23	-1.9	O=C(NC(=S)Nc1ccc(N2CCN(C(=O)c3ccccc3)CC2)cc1)c1cccs1
24	-1.6	NC(=O)C1CCN(C(=O)C2c3ccccc3C(=O)N3CCc4ccccc4C23)CC1 (stereo unspecified)
25	-0.3	O=C(CC1SC(N2CCOCC2)=NC1=O)Nc1cccc(C(F)(F)F)c1 (stereo unspecified)
26	-3.3	CC(C)(C)c1nnc(NC(=O)c2ccc(Cl)nc2)s1
27	1.1	COc1cc(Cn2c(=O)oc3ccc(C)cc32)ccc1OC(C)C
28	2.4	CC(C)C[C@H](NC(=O)OC(C)(C)C)c1nnc(SCC(=O)Nc2ccc(Br)cc2)o1
29	1.4	O=C1c2ccccc2C(=O)N1C1(C(=O)NC2(C(=O)O)CCCC2)CCCC1
30	0.4	C[C@H]1[C@@H](OC(=O)Nc2ccc(C(F)(F)F)cc2)CC[C@@]23CCCN2C(=O)CCC[C@@H]13
31	-1.4	CSc1nc(-c2ccccc2)nc(N2CCOCC2)c1C(C)=O
32	-1.1	Cc1c(NC(=O)c2cc(S(=O)(=O)N3CCCCC3)ccc2Cl)c(=O)n(-c2ccccc2)n1C
33	9.6	CCn1c(SCc2ccccc2)nc2c(c1=O)SCC2
34	-1.9	CC(C)Cn1c(N)c(C(=O)COC(=O)c2cc(-c3ccccc3)nc3ccccc23)c(=O)n(C)c1=O
35	-5.8	CCOc1cccc(C(=O)Nc2nnc(-c3cccs3)s2)c1
36	-1.3	CC(OC(=O)CSc1ccc(F)cc1)C(=O)NC1(C#N)CCCCC1 (stereo unspecified)
37	-0.2	COc1cc2c(cc1OC)C(c1cc3cccc(C)c3[nH]c1=O)N(C(=O)c1ccco1)CC2 (stereo unspecified)
38	3.0	Cc1cc(C)c(NC(=S)NCCO)c(C)c1
39	2.9	Cc1cccc(N=C2NN=C(c3c[nH]c4ccccc34)CS2)c1
40	-1.7	O=C(OCC(O)C(O)C(O)COC(=O)c1ccccc1)c1ccccc1 (stereo unspecified)
41	0.3	COc1ccc(Br)cc1CNC(=O)C1CCN(S(=O)(=O)N2CCCC2)CC1
42	1.7	O=c1[nH]c2ccccc2nc1C(F)(F)C(F)F
43	-0.4	O=C(Cn1c(NCCCO)nc2ccccc21)c1ccc(Cl)cc1Cl
44	2.7	COC(=O)c1c(O)cc(C(C)(C)C)n(-c2ccccc2)c1=O
45	-0.2	Cc1ccc(C2CC(C(F)(F)F)n3nc(C(=O)Nc4c(C)n(C)n(-c5ccccc5)c4=O)cc3N2)cc1 (stereo unspecified)
46	3.2	Cc1ccc(CS(=O)Cc2ccc(C(=O)NCc3ccccc3Br)o2)cc1 (stereo unspecified)
47	-4.6	CC(=O)c1ccc(Sc2nnnn2-c2ccccc2)c([N+](=O)[O-])c1
48	6.4	COc1cccc(C(=O)N2CCN(Cc3ccco3)CC2)c1OC
49	-0.2	C[C@@H]1CN([C@@H](C)CO)C(=O)CCCn2nncc2CO[C@H]1CN(C)S(=O)(=O)c1cccc(C#N)c1
50	2.4	C/C(N)=C(/C#N)C(=O)COC(=O)COc1ccc(Cl)cc1
51	-1.6	COc1ccc(CCNC(=O)/C(C#N)=C2\N=C(NC(=O)c3cccs3)c3ccccc32)cc1
52	-0.9	CCC(C)C(NC(=O)C1CCC(C)CC1)C(=O)NCc1cccnc1 (stereo unspecified)
53	-0.2	C[C@H]1[C@@H](NC(=O)C(c2ccccc2)c2ccccc2)CC[C@@]23CCCN2C(=O)CCC[C@@H]13
54	5.9	Cc1cc(NCCO)c2cc(O)ccc2n1
55	1.3	O=[N+]([O-])c1ccccc1/C=C/CN1CCCC(CO)C1 (stereo unspecified)
56	-1.6	CCCn1c(=S)[nH]c2cc(C(=O)NCC3CCCO3)ccc2c1=O (stereo unspecified)
57	-2.7	CC1Cc2nc(SCC(=O)N3CCOCC3)n(C)c(=O)c2S1 (stereo unspecified)
58	0.9	COc1ccc(C(c2nnnn2C2CCCC2)N2CCC(C(N)=O)CC2)c(OC)c1 (stereo unspecified)
59	-0.6	COc1ccc(NC(=O)c2ccccc2OCc2c(C)noc2C)cc1OC
60	7.4	O=C(CCC(=O)Nc1ccc(F)cc1)N/N=C/c1cc([N+](=O)[O-])ccc1O

Further results follow:
no.	TTR transcr act	Compound
61	1.1	Cc1c(C(=O)N2C[C@@H](C)O[C@@H](C)C2)oc2c(F)cccc12
62	-1.9	COC(=O)c1ccc(Cn2nnc3ccccc32)cc1
63	-0.1	COCCCNC(=O)c1ccc(Cn2c(=O)c3ccccc3n(Cc3ccc(Br)cc3)c2=O)cc1
64	4.2	CCn1c(CNc2ccc(Cl)cc2)nnc1SCCN1CCCCC1
65	4.8	C=CCNC(=O)c1nn2cccnc2c1Cl
66	-0.8	NC(=O)C1CC2(C1)CC(C(N)=O)C2 (stereo unspecified)
67	5.4	C/C=C/c1cccc(-c2nc(C(=O)NC3CCC3)cc3c2[C@H](CCO)N(S(=O)C(C)(C)C)C3)c1 (stereo partly specified)
68	-0.1	CCCc1[nH]nc2c1C(c1ccsc1)C(C#N)=C(N)O2 (stereo unspecified)
69	-1.5	CCOc1ccccc1CNC(=O)C1CCN(C(=O)c2sccc2-n2cccc2)CC1
70	14*	O=C(Nc1ccccc1)c1cc2n(n1)C(C(F)(F)F)CC(C1CC1)N2 (stereo unspecified)
71	7.7	CCOC(=O)N1CCN(Cc2nc(-c3ccccc3)no2)CC1
72	2.0	O=C(/C=C/c1cccs1)NC(=S)NNC(=O)Cc1cccs1
73	-0.3	O=C(NC1CCC(=O)N(CCSc2ccccc2)CC1)OCc1ccccc1 (stereo unspecified)
74	2.2	CC1=NN(C(N)=S)C(=O)C1N=Nc1ccccc1 (stereo unspecified)
75	-1.4	COC(=O)c1cc2c(N)c(C(=O)c3ccccc3)sc2nc1C(OC)OC
76	-2.0	Cc1cc(N2CCN(C(c3ccccc3)c3ccc(Cl)cc3)CC2)n2ncnc2n1 (stereo unspecified)
77	5.8	CCOC(=O)c1ccc(NC(=O)c2ccc(CO)c(C(=O)NC3CCN(C(=O)OCC)CC3)c2)cc1
78	-2.3	CC(Nc1nc(-c2ccc(F)cc2)cs1)c1nc2cc(Cl)c(Cl)cc2n1CCCO (stereo unspecified)
79	2.0	COc1ccc(C(C(=O)NC2CCCCC2)n2c(=O)c(-c3cc4ccccc4[nH]3)nc3ccccc32)cc1 (stereo unspecified)
80	-1.5	C#CC[N+](CC)(CC)CC#Cc1ccccc1
81	4.1	COc1ccc(CCNC(=O)CN2C(=O)C3(OCCCO3)c3ccccc32)cc1OC
82	2.0	O=C(NCCc1ccc(Cl)cc1)C1CCCN1C(=O)Nc1ccc(F)cc1 (stereo unspecified)
83	1.3	O=C(NCCC1=CCCCC1)C(=O)NCc1ccccc1Cl
84	0.9	Clc1ccccc1Cn1nc(-c2ccccc2)nc1-c1ccccc1
85	0.1	O=C(CN1CCN(Cc2ccc(F)cc2Cl)C1=O)NCCCN1CCOCC1
86	4.2	COc1cccc(C2CC(C(F)(F)F)n3ncc(C(=O)Nc4c(C)n(C)n(-c5ccccc5)c4=O)c3N2)c1 (stereo unspecified)
87	0.4	CCn1c(=O)n(CC)c2cc(N3CCCC3)c(NC(=O)c3cc(Cl)ccc3OC)cc21
88	-1.3	C[C@@H]1CCCCO[C@@H](CN(C)S(=O)(=O)c2ccc(F)cc2)[C@@H](C)CN([C@H](C)CO)C(=O)c2cc(N(C)C)ccc2O1
89	-0.9	C[C@H](CO)N1C[C@H](C)[C@H](CN(C)Cc2ccncc2)Oc2ncc(Br)cc2C1=O
90	0.4	COC(=O)C[C@@H]1C=C[C@@H](NS(=O)(=O)c2ccccc2OC)[C@@H](CO)O1
91	-0.6	COc1cc(N(C)C)c([N+](=O)[O-])cc1C(=O)NC(C)CNc1ccc([N+](=O)[O-])cc1Cl (stereo unspecified)
92	-0.7	C/C(CC(=O)Nc1cccc(F)c1)=N\NC(=O)C(=O)NC1CCCCC1
93	-2.4	Cc1nc2scc(-c3ccc(Cl)cc3)c2c(=O)o1
94	-1.4	O=C(C1CCCCC1)N1CCC2CC1c1cc(Cl)ccc12 (stereo unspecified)
95	-1.2	CC(=O)c1c(OC(=O)c2ccccc2Br)ccc2c(C)cc(=O)oc12
96	1.8	COc1cccc(-c2nc(N3CCN(C)CC3)c3ccccc3n2)c1O
97	-0.6	COc1ccc(NC(=O)C(=O)NCCN2CCN(C(=O)c3cccc(Br)c3)CC2)cc1
98	-0.2	O=C(O)CNC(=S)N(Cc1ccco1)Cc1ccccc1Cl
99	-1.2	Cc1ccc2nc(NC3=NC4(CCCC4)C4=C(CCCC4=O)N3)oc2c1
100	-0.3	Cc1ccc(S(=O)(=O)NC(N)=NCCc2ccccc2)cc1C
101	-1.6	COc1ccc(Cl)cc1NC(=O)c1nnn(CC(=O)Nc2ccc(OC)c(OC)c2)c1N
102	-1.6	CO/N=C/CC(=O)c1ccc(-c2ccccc2)cc1
103	-2.1	O=C1CCC(O)CCN1CCSc1ccccc1 (stereo unspecified)
104	5.2	CCCC1(CCC)NC(=O)N(CC(=O)Nc2ccc(Cl)c(S(=O)(=O)N3CCOCC3)c2)C1=O
105	-0.3	O=S(=O)(CCc1ccccc1)CS(=O)(=O)CCc1ccccc1
106	-1.9	Cc1nc2cc(C(=O)O)ccc2n1-c1ccccc1
107	-1.8	CCCN1CCN(C(=O)c2cc(COc3ccc4ncccc4c3)on2)CC1
108	4.9	CC(C)Cn1c(N)c(C(=O)COC(=O)CCc2nc3ccccc3c(=O)[nH]2)c(=O)n(C)c1=O
109	1.2	O=C(O)c1cc(NC(=O)C2CCCO2)cc(C(=O)O)c1 (stereo unspecified)
110	0.9	CCc1n[nH]c(=S)n1/N=C/C(C)=C\c1ccccc1
111	-0.8	CCCS(=O)(=O)N1CCC(C(=O)NCc2ccc(F)cc2)CC1
112	2.5	Cc1cc(Cl)ccc1OCC(=O)Nc1cccc(S(=O)(=O)NC2=NCCCCC2)c1
113	0.8	C#CCOCCOCCOCCNc1nc(N2CCN(C(=O)[C@H](C(C)C)n3cc(CCO)nn3)CC2)nc(N2CCN(C(=O)[C@H](Cc3ccc(O)cc3)n3cc(CCO)nn3)CC2)n1
114	-0.2	CCOC(=O)N/N=C\C=C\c1ccco1
115	-1.4	COc1cc2c(cc1OC)C(c1ccco1)CC(=O)N2 (stereo unspecified)
116	3.4	COc1ccc(/C=N\NC(=O)COc2ccccc2)c(C(=O)O)c1OC
117	-1.1	Cc1ccc(C(OCC(O)CNC(C)c2ccccc2)c2ccccc2)cc1 (stereo unspecified)

Of the compounds above, these have an NH in an aromatic ring:
no.	TTR transcr act	Compound
2	0.6	O=C(Nc1ccc2c(c1)OCO2)c1ccc(=O)[nH]n1
3	2.1	Cn1c(=S)[nH]c(=O)c2ncc(=O)[nH]c21
5	1.5	OCCOCCOc1cccc2[nH]ccc12
20	-1.6	COc1cc(SC)ccc1C(=O)NCCc1c[nH]c2ccccc12
37	-0.2	COc1cc2c(cc1OC)C(c1cc3cccc(C)c3[nH]c1=O)N(C(=O)c1ccco1)CC2 (stereo unspecified)
39	2.9	Cc1cccc(N=C2NN=C(c3c[nH]c4ccccc34)CS2)c1
42	1.7	O=c1[nH]c2ccccc2nc1C(F)(F)C(F)F
56	-1.6	CCCn1c(=S)[nH]c2cc(C(=O)NCC3CCCO3)ccc2c1=O (stereo unspecified)
68	-0.1	CCCc1[nH]nc2c1C(c1ccsc1)C(C#N)=C(N)O2 (stereo unspecified)
79	2.0	COc1ccc(C(C(=O)NC2CCCCC2)n2c(=O)c(-c3cc4ccccc4[nH]3)nc3ccccc32)cc1 (stereo unspecified)
108	4.9	CC(C)Cn1c(N)c(C(=O)COC(=O)CCc2nc3ccccc3c(=O)[nH]2)c(=O)n(C)c1=O
110	0.9	CCc1n[nH]c(=S)n1/N=C/C(C)=C\c1ccccc1
